Screening data from PubChem.
bCat nuc transl: modulators of beta-catenin nuclear translocation, primary screen, imaging, HeLa cells, immunofluorescence, high-content | nuclear translocation activity, % at 5 µM | 190,000 compounds, 0.3% hits;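 active means nuclear translocation activity above 50% at 5 µM, with a well cell count of 50 or more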;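 further: per-cell ratio of nuclear to cytoplasmic median beta-catenin stain intensity; plate controls were DMSO negative control for no effect and GSK-3 inhibitor IX positive control for full effect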
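Test system: human HeLa cells, native beta-catenin. Compound dosing: 5 µM primary single dose, 0.1% DMSO, 0.02–20 µM confirmation series. Incubation: compound exposure 24 h at 37°C. Detection: beta-catenin immunostaining with DAPI counterstain, 20x imaging, 6 fields/well. Read-out basis: Nuclear/cytoplasmic beta-catenin signal ratio, % activation.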
Dynein transport: inhibitors of GR-EGFP nuclear translocation, primary screen, dynein cargo transport inhibitor project, imaging, high-content, 3617.4 mouse cells; z-score, hits read low; 220,000 compounds, 0.47% hits; test concentration mostly 20 µM; stimulated with dexamethasone, 1 µM; hits give low values;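 active means plate z-score of nuclear minus cytoplasmic receptor signal below a set negative limit, without overly bright fluorescence or cell loss, cut at about -3.5 in these data, passing the limit was not always enough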;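 further: z-score of nuclear minus cytoplasmic ring GR-EGFP intensity difference per well; some compounds called inactive have numbers as strong as hits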
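Buffer or medium: tet-free, stripped-serum medium; Also added: dexamethasone, 1.0 µM final; Technique: high-content fluorescence imaging after fixation; Times: 48 h induction, 1 h compound, 30 min dex at 37 °C; Read-out: per-cell GR-EGFP intensity, nucleus versus surrounding cytoplasmic ring, well-averaged.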
Autophagy mod: autophagy modulators in MEF cells, primary screen, imaging, high-content, MEF GFP-LC3 | calls only at 10 µM (by protocol) | AID 463193, 2010 | 190,000 compounds, 0.98% hits | MEF GFP-LC3 puncta imaging; test concentration mostly 10 µM;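 active means percentage of spot-positive cells more than 3 SD above its plate mean, without a fluorescence outlier flag or 80% toxicity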;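 further: spot-positive cell cutoff set from DMSO-treated cells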
M17LAP inhibition: P. falciparum M17LAP inhibitors, primary screen, biochemical, fluorogenic H-Leu-NHMec substrate, 1536-well (AID 1619). one-dose inhibition, % at 30 µM; IC50 in µM for titrated hits. Leucine aminopeptidase (Plasmodium falciparum (isolate 3D7)). 220,000 compounds, 0.38% hits. recombinant M17LAP, H-Leu-NHMec fluorogenic kinetic assay; higher % means a stronger effect;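 active means compound inhibiting the enzyme by more than half at any dose during confirmatory dose-response retesting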;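 further: plate controls were full reaction with DMSO carrier for no effect and no enzyme background for full effect; strong numbers were not always called active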
MT stabilizer: microtubule stabilizers in HeLa cells, primary screen, imaging, high-content imaging | HeLa tubulin immunostaining HCS, 24 h; share of cells brighter than vehicle mean+2SD | % tubulin-high responders, % at 10 µM | 200,000 compounds, 0.83% hits | AID 2205, 2009;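 active means plate Z-score above 3 for both tubulin-high and condensed-nucleus cell shares, with cell loss under 80%, at 10 µM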;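 further: anti alpha tubulin signal scored within the nucleus-defined area of each cell; some results filed as inactive read as strong as hits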
M1AAP inhibition: P. falciparum M1AAP inhibitors, biochemical, fluorogenic H-Leu-NHMec substrate, 1536-well (AID 1445). recombinant M1AAP, H-Leu-NHMec fluorogenic kinetic assay; higher % means a stronger effect. inhibition, % at 30 µM, or IC50 in µM where a hit was titrated. 220,000 compounds, 0.42% hits;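 active means primary inhibition above the hit cutoff, then over 50% inhibition at one or more dose response concentrations, cut at about 23% in these data, passing the limit was not always enough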;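 further: plate controls were DMSO full reaction for no effect and no enzyme background for full effect; strong numbers were not always called active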
WT yeast gro inh: growth inhibition of WT strain, primary screen, mitochondrial fusion inhibitor project, WT and mutant strains, chemical genetic; mitochondrial fusion phenotypic screen; inhibition, % at 10 µM; AID 1362, 2008; 190,000 compounds, 2.1% hits; in the data active means inhibition above about 58%; tested in S. cerevisiae
T cell modulator: modulators of CD8 T cell-vesicle binding, primary screen, mouse 2C CD8+ T cells, flow cytometry; 2C CD8+ T cell-vesicle binding; hits give low values; calls only at 7 µM; 330,000 compounds, 0.068% hits; AID 2052, 2009;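 active means response, share of CD8 T cells binding vesicles, and their 90th percentile fluorescence all below set limits, cut at about 80% in these data, passing the limit was not always enough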
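Assay system: 2C TCR transgenic mouse naive CD8+ T cells, MACS-purified | Read-out: CD8+ gate FL2 mean fluorescence as % of same-row positive control | Signal: High-throughput flow cytometry with anti-B7-1 and anti-CD8 staining | Timing: Binding step 1.5 h, 37 °C, antibody labelling 20 min, ice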
Yfh1-depleted yeast: enhancers of respiration in Yfh1-depleted yeast, dose response, Friedreich's ataxia, plus single-dose screen (AID 1465); S. cerevisiae Yfh1-off respiration, WST-1 reduction, 72 h; higher fold induction means a stronger effect; one-dose fold induction at 50 µM; EC50 in µM for titrated hits; 220,000 compounds, 0.074% hits;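 active means fold induction of absorbance versus untreated yeast above a set limit, then at least 30% activation at any dose in follow-up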;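 further: activators that raise dye reduction in frataxin-depleted yeast; strong numbers were not always called active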
WT yeast gro inh mutant strain: recorded beside WT yeast gro inh, whose call it bears; inhibition, %; mitochondrial fusion phenotypic screen, mutant strain inhibition
Dynein transport cytoplasmic EGFP: second read-out of Dynein transport, no call of its own (marks repeat the call); z-score; measured here: cytoplasmic GR-EGFP intensity; hits give high values
Dynein transport nuclear GR-EGFP: also measured in Dynein transport; calls as there; z-score; measured here: nuclear GR-EGFP intensity;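 lower value marks the stronger effect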
Dynein transport cell count: second read-out of Dynein transport, no call of its own (marks repeat the call); z-score; measured here: cell count per field
bCat nuc transl cell count 5 µM: also measured in bCat nuc transl; calls as there; cell count; measured here: cell count, cytotoxicity flag
T cell modulator vesicle-bound %: further read-out of T cell modulator, marked with its call; double positive events, %; measured here: CD8+ vesicle-bound cell fraction;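 binding gate set so that unloaded-vesicle control wells show 10% double positive cells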
MT stabilizer Hoechst-high %: second read-out of MT stabilizer, no call of its own (marks repeat the call); % Hoechst-high responders; measured here: nuclear condensation Hoechst responders;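 share of cells brighter than vehicle mean plus two SD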
MT stabilizer cytotoxicity %: also measured in MT stabilizer; calls as there; toxicity, %; measured here: cytotoxicity by cell density;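 0% = mean cell density of plate MIN control wells and 100% = no cells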
Autophagy mod cell loss 18 h: recorded beside Autophagy mod, whose call it bears; toxicity, %; measured here: cell loss, nuclei count;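 cell loss after 18 h compound exposure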
Numbers without * were called inactive; i = inactive; nt = not tested or not shown.

SMILES	bCat nuc transl	bCat nuc transl cell count 5 µM	Dynein transport	Dynein transport cytoplasmic EGFP	Dynein transport nuclear GR-EGFP	Dynein transport cell count	Autophagy mod	Autophagy mod cell loss 18 h	M17LAP inhibition	MT stabilizer	MT stabilizer Hoechst-high %	MT stabilizer cytotoxicity %	M1AAP inhibition	WT yeast gro inh	WT yeast gro inh mutant strain	T cell modulator	T cell modulator vesicle-bound %	Yfh1-depleted yeast
O=c1c2ccccc2nc(/C=C/c2ccc([N+](=O)[O-])o2)n1CCCO	6.3	1048	-5.6*	3*	-0.66*	-0.37*	i	77	50%	2.6	1.5	13	15%	65*	28*	i	40	i
Fc1ccc(-c2c[nH]c(=S)n2Cc2ccccc2)cc1	0.4	1059	0.78	-0.07	0.58	0.01	i	-2	-7%	3.2	3.2	11	3%	8	20	i	47	i
CC(C)c1ccc(C2=NN(c3ccccc3)C(=O)CC2)cc1	-0.7	1119	-0.2	-0.23	-0.25	0.027	i	-9	-7%	4.1	2.8	8.1	-5%	35	1	i	45	i
CN(C)c1ccc(N=Nc2ccccc2C(=O)OCC(=O)N2CCCC2)cc1	2.5	1011	0.52	-0.1	0.24	-0.92	i	6	9.2µM*	6.5	2.1	7.3	11%	9	2	i	40	i
CC1CCCCN1CC(=O)Nc1ccc2c(c1)OC(F)(F)O2 (stereo unspecified)	-2.5	1058	-0.077	-0.25	-0.11	0.14	i	10	-2%	3.7	2.6	9.9	2%	7	-11	i	13	i
O=C(Nc1ccccc1)c1ccc(S(=O)(=O)N2CCOCC2)cc1	4.1	946	1.2	-0.036	0.64	-0.19	i	-4	3%	1.9	1.8	9.2	5%	2	10	i	56	i
O=C1C(=O)c2ccccc2C(O)=C1CCCCl	4.3	1140	-0.92	0.17	-0.46	0.95	nt	nt	9%	nt	nt	nt	7%	nt	nt	i	13	i
Cc1cc(C)cc(NC(=S)NCc2ccncc2)c1	0.3	988	-0.5	-0.2	0.12	0.12	i	-14	-1%	1.7	2.1	9.9	0%	2	9	i	42	i
O=C(O)CCN(CCC(=O)O)c1nnc(SCc2ccccc2)s1	-5.8	1110	0.086	0.031	0.13	0.083	i	-7	5%	2.3	2.1	2.9	1%	11	16	i	63	i
Cc1cc(C)nc(Nc2n[nH]c(COc3cccc4ccccc34)n2)n1	1.0	1326	0.63	-0.22	-0.63	-0.036	i	15	1%	17	6.4	22	3%	13	-16	nt	nt	nt
Cc1cccc(OCCCn2c(CCNC(=O)C(C)C)nc3ccccc32)c1	0.2	1079	nt	nt	nt	nt	i	26	4%	2.2	2.1	6.8	4%	-4	-6	i	39	i
CCCC(=O)N(CCc1ccc(OC)cc1)Cc1nc2ccccc2c(=O)[nH]1	nt	nt	2.5	-0.2	1.2	-0.41	i	-8	-3%	3.8	1.7	7.5	9%	-20	-7	i	16	i
COc1cccc(-c2nc3n(n2)C(c2ccccc2Cl)C(C(N)=O)=C(C)N3)c1 (stereo unspecified)	-4.1	1207	0.29	0.39	0.62	-0.44	nt	nt	-10%	9.6	1.6	5.0	2%	4	-2	i	44	i
Cc1cc(=O)oc(C)c1C(=O)O	nt	nt	-0.098	-0.12	0.14	-0.61	i	1	4%	1.4	2.1	5.9	-1%	1	-10	i	17	i
CC(Cc1c[nH]c2ccccc12)NC(=O)OCCCl (stereo unspecified)	-2.6	1078	0.29	0.56	1.1	-1.4	i	19	-5%	4.0	1.9	8.9	4%	9	6	i	20	i
Cc1cc(C)n(-c2ccc(F)cc2CN2CCN(Cc3ccccc3)C(CCO)C2)n1 (stereo unspecified)	-0.9	987	-0.72	-0.33	-0.55	1.3	i	15	-7%	5.1	1.5	7.2	-2%	10	19	i	42	i
CN(C)NC(=O)C(NC(=O)c1ccc(N)cc1)C12CC3CC(CC(C3)C1)C2 (stereo unspecified)	1.7	1089	0.82	-0.04	0.049	-1.1	i	10	5%	3.2	2.0	6.1	0%	0	10	i	56	i
Cc1ccc(S(=O)(=O)N/N=C/c2ccc(OCC(=O)Nc3ccccc3Cl)cc2)cc1	-1.1	1372	0.075	-0.039	-0.08	0.018	i	1	2%	1.1	0.5	2.6	-2%	37	15	i	45	nt
COc1ccc(OCCC(=O)OCC(=O)NC(=O)NC(C)C)cc1	-1.5	1094	-0.6	-0.26	-0.36	1.8	i	-1	2%	3.0	2.8	12	1%	18	12	i	38	i
C=CCSC1=N/C(=C/c2ccsc2)C(=O)N1c1ccccc1	1.0	999	-0.16	-0.22	-0.4	0.64	i	10	11%	3.6	2.0	2.7	8%	17	-10	i	17	i
Fc1ccc2c(c1)C(c1ccncc1)=NNC(c1cccnc1)=N2	-1.0	1464	-0.79	-0.22	0.074	1.7	i	10	6%	2.9	2.1	8.5	10%	-2	4	i	27	i
O=C(CSc1nnc(-c2ccncc2)n1-c1ccccc1)N1CCN(c2ccc(Cl)cc2)CC1	nt	nt	-0.59	-0.1	-0.28	0.33	i	-2	-18%	1.2	1.5	24	21%	-3	3	i	43	nt
Cc1[nH]n(-c2ccccc2)c(=O)c1N=Nc1ccccc1C(=O)N1CCCCC1	0.5	1356	-1	-0.097	0.17	0.46	nt	nt	20%	nt	nt	nt	12%	nt	nt	i	30	i
O=C(O)COc1ccc(Cl)cc1CO	-6.6	1187	-0.14	-0.27	0.21	0.25	i	-11	20%	1.9	1.3	6.4	1%	19	40	i	13	i
Cn1nc(C(F)(F)F)c(-c2cccc(C(F)(F)F)c2)c1NC(=O)Nc1ccc(F)cc1	0.6	1317	2	-0.13	0.82	-1.4	nt	nt	2%	nt	nt	nt	-2%	nt	nt	i	42	i
C=CCn1c(SCc2cc(=O)n3ccsc3n2)nc2cc(Cl)ccc2c1=O	-0.7	1044	0.49	-0.17	0.32	-0.74	i	0	3%	4.0	1.5	1.1	2%	38	-4	i	27	i
O=C(c1cnccn1)N1CCN(c2ccccc2F)CC1	-0.4	1022	-0.23	-0.26	-0.19	0.68	i	7	-5%	3.9	2.9	7.3	3%	-11	-9	i	3	i

Given bar-delimited: part of the list above
smiles | bCat nuc transl | bCat nuc transl cell count 5 µM | Dynein transport | Dynein transport cytoplasmic EGFP | Dynein transport nuclear GR-EGFP | Dynein transport cell count | Autophagy mod | Autophagy mod cell loss 18 h | M17LAP inhibition | MT stabilizer | MT stabilizer Hoechst-high % | MT stabilizer cytotoxicity % | M1AAP inhibition | WT yeast gro inh | WT yeast gro inh mutant strain | T cell modulator | T cell modulator vesicle-bound % | Yfh1-depleted yeast
Fc1ccc2c(c1)C(c1ccncc1)=NNC(c1cccnc1)=N2 | -1.0 | 1464 | -0.79 | -0.22 | 0.074 | 1.7 | i | 10 | 6% | 2.9 | 2.1 | 8.5 | 10% | -2 | 4 | i | 27 | i
O=C(CSc1nnc(-c2ccncc2)n1-c1ccccc1)N1CCN(c2ccc(Cl)cc2)CC1 | nt | nt | -0.59 | -0.1 | -0.28 | 0.33 | i | -2 | -18% | 1.2 | 1.5 | 24 | 21% | -3 | 3 | i | 43 | nt

Molecules from the list above with a COOH group (three):
SMILES	bCat nuc transl	bCat nuc transl cell count 5 µM	Dynein transport	Dynein transport cytoplasmic EGFP	Dynein transport nuclear GR-EGFP	Dynein transport cell count	Autophagy mod	Autophagy mod cell loss 18 h	M17LAP inhibition	MT stabilizer	MT stabilizer Hoechst-high %	MT stabilizer cytotoxicity %	M1AAP inhibition	WT yeast gro inh	WT yeast gro inh mutant strain	T cell modulator	T cell modulator vesicle-bound %	Yfh1-depleted yeast
O=C(O)CCN(CCC(=O)O)c1nnc(SCc2ccccc2)s1	-5.8	1110	0.086	0.031	0.13	0.083	i	-7	5%	2.3	2.1	2.9	1%	11	16	i	63	i
Cc1cc(=O)oc(C)c1C(=O)O	nt	nt	-0.098	-0.12	0.14	-0.61	i	1	4%	1.4	2.1	5.9	-1%	1	-10	i	17	i
O=C(O)COc1ccc(Cl)cc1CO	-6.6	1187	-0.14	-0.27	0.21	0.25	i	-11	20%	1.9	1.3	6.4	1%	19	40	i	13	i
